S100A4 inh HTS: S100A4-myosin IIA interaction inhibition; P26447; S100A4/TAMRA-MyoIIA peptide fluorescence polarization; inhibition, % at 10.7 µM; 0.14% of 360,000 active; AID 652163;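 active = mean inhibition of at least 70% across replicates, with every replicate also reaching that level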
Target sequence (P26447 whole entry, looked up): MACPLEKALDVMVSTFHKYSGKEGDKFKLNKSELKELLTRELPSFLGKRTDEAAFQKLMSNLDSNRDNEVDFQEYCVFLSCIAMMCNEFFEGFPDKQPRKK
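assay system = human S100A4 monomer with TAMRA-labelled myosin IIA peptide | also added = labelled myosin peptide probe, 5 nM | incubation = 5 min between mix addition and reading | control set = DMSO and TFP controls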
EWS-Fli inh: EWS/Fli transcriptional activity inhibition | 0.67% of 350,000 active | inhibition, % at 12.6 µM | A673 NR0B1-luciferase reporter, viability-normalised;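 active = mean inhibition of at least 50% after viability correction, with every replicate also passing that limit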;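 note: firefly luciferase signal divided by Alamar Blue viability fluorescence both relative to DMSO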
FN deposition inh: fibronectin deposition inhibition. AH1F fibroblasts, Alexa488-fibronectin deposition fluorescence, overnight. inhibition, % at 12.6 µM. 0.086% of 350,000 active. AID 743247;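 active = mean inhibition across replicates of 30% or more, regardless of how many single replicates reach that level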;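 note: positive control wells lacked labelled fibronectin entirely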
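Material: AH1F fibroblast monolayer depositing Alexa488-labelled fibronectin into matrix | Input: 10000 AH1F cells/well | Medium: DMEM plus 2% serum, read in PBS | Reagent: Alexa488-fibronectin, 24 nM final in well | Compound dosing: One dose per compound, pinned | Schedule: 1 h adhesion, overnight exposure | Measured by: Fluorescence at 485 nm excitation, 525 nm emission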
Xi reactivation: X-chromosome reactivation activator; XiGFP mouse fibroblasts, % GFP-positive cells imaging, 3 d; cells co-treated with 5-aza-dC sensitizer; scaled so ellipticine positive control = 100%; activation, % at 7.58 µM; 0.055% of 360,000 active; AID 743238;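 active = mean normalized replicate activation at least 10% and every replicate at or above 10%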;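 note: 0% = median of on-plate neutral control wells and 100% = ellipticine 6 µM median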
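Material: SV40-immortalized XiGFP fibroblast cells, line 68-5-11 | Buffer or medium: DMEM containing 5-aza-dC | Dosing: One concentration, pinned | Times: 3 d treatment, 15 min room-temperature fixation | Controls: Ellipticine 6 µM positive control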
esBAF inh: blocks esBAF chromatin remodeling in mouse ES cells; 2% of 350,000 active; Bmi1-luciferase knock-in reporter, 24 h; 100% = twice the neutral-well signal; reporter increase, % at 12.5 µM; in the data active = activation above about 40%;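 note: 0% = median of the plate's neutral control wells and 100% = double that signal; a rise in the Bmi1 reporter signal indicates esBAF inhibition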
E-selectin induc: induces E-selectin expression in human endothelial cells; P16581; HUVEC E-selectin immunofluorescence imaging; normalized: neutral wells 0, TNF-alpha wells 100; activation, % at 7.58 µM; 0.37% of 260,000 active; AID 686992;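 active = mean E-selectin-positive cell signal at least 10% of the positive control, reached in at least 60% of replicates, without over 20% cell loss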;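 note: in these data hits start at about 27%; measured in HUVEC primary endothelial cells; signal is the percent of cells scored E-selectin positive by PE staining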
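Read-out: % PE-positive cells | Test system: HUVEC | Doses: One compound dose added by pin transfer | Buffer or medium: EGM-2 over gelatin coat | Signal: Immunofluorescence imaging | Benchmarks: TNF-alpha, DMSO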
RAD54 branch: blocks human RAD54 Holliday junction branch migration. FAM/BHQ fluorescence. inhibition, % at 10.4 µM. 0.14% of 360,000 active. AID 602329;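 active = mean normalized replicate activity at least 40 and at least half of replicates scoring 40 or more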;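 note: 0% = median of neutral control wells and 100% = median of positive control wells; inhibitors cause a drop in the FAM fluorescence signal; in these data hits start at about 50%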
Target sequence (Q92698 whole entry, looked up): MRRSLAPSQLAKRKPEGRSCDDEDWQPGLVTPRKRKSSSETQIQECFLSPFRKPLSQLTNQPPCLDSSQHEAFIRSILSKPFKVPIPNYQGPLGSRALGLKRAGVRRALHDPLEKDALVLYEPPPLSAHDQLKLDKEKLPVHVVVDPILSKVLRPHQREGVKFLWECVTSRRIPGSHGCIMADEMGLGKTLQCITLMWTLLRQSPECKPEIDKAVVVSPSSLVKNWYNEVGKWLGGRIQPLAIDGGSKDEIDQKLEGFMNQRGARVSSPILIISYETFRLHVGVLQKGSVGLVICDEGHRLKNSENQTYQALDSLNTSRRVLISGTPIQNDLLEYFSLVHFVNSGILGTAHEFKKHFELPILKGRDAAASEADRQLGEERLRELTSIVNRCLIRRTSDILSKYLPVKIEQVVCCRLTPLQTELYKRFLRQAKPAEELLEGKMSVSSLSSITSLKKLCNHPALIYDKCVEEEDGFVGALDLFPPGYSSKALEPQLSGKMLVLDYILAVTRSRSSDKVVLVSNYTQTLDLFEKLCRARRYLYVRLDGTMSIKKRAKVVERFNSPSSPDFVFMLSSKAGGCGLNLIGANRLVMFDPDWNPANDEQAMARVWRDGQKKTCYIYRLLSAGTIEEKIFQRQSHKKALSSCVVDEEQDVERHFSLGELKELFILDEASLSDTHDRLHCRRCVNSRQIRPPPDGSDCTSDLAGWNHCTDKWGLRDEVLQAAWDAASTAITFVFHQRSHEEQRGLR
RAD52 anneal inh: blocks human RAD52 DNA annealing. P43351. recombinant RAD52 DNA annealing, FRET fluorescence. inhibition, % at 18.7 µM. 0.46% of 360,000 active. AID 651710;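 active = every replicate showing at least 50% inhibition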
Numbers without * were called inactive; / = not tested or not shown; & = joins results of further samples.

SMILES	S100A4 inh HTS	EWS-Fli inh	FN deposition inh	Xi reactivation	esBAF inh	E-selectin induc	RAD54 branch	RAD52 anneal inh
COc1ccc(C(=O)c2sc(Nc3ccccc3)nc2N)cc1	3	-79	21	-0.1	25	-0.3	-10	-8
COc1ccc(C#Cc2cnc3c(c2)C(=O)N([C@H](C)CO)C[C@H](C)[C@@H](CN(C)C(=O)Nc2cccc(OC)c2)O3)cc1	-3&8	4&-4&12	-4&2	0.2&-0.1	0&5&-1	0.1	-2&-2	-29&-22
CCc1nc2c(OCc3ccc(Cl)cc3)cccn2c1N(C=O)Cc1ccc(OC)cc1	-14	2	0	0.1	9	0.2	-1	-84
C=CCn1c(SCC(=O)N(C(C)CC)C2CCS(=O)(=O)C2)nc2ccccc2c1=O (configuration not stated)	-2	2	/	-0.1	-9	0.4	10	-5
C[C@H](CO)N1C[C@H](C)[C@H](CN(C)Cc2ccc(C(=O)O)cc2)Oc2ccc(NC(=O)Nc3ccccc3)cc2CC1=O	-1	7	/	-0.9	8	0.3	-2	-4
C[C@H](CO)N1C[C@H](C)[C@H](CN(C)Cc2ccc(O)cc2)OCc2ccccc2-c2ccccc2C1=O	22	-3	-7	-0.1	1	20	-3	-6
CC(C)=Cc1oc2ccc([N+](=O)[O-])cc2c1N1CC(C)OC(C)C1 (configuration not stated)	0	-1	4	-0.2	/	/	/	3
O=CNc1cc2c(cc1Br)-c1ccccc1C2O (configuration not stated)	-4	-1	/	0.0	0	5.4	6	-14
CC(NC(=O)COC(=O)c1cc2ccccc2cc1O)c1ccccc1 (configuration not stated)	-2	-2	/	-0.1	/	/	5	-12
C[C@H](CO)N1C[C@H](C)[C@H](CN(C)CC2CC2)OCCCC[C@H](C)Oc2ccc(NC(=O)CCC(F)(F)F)cc2C1=O	2	/	/	0.0	-1	-0.1	2	25
N#Cc1c(NC(=O)COC(=O)c2ccc(O)cc2O)sc2c1CCC2	-11	-8	-19	0.1	-5	0.5	-6	-36
CCCNC(=O)N(C)C[C@@H]1Oc2ncc(-c3ccc(C(=O)N(C)C)cc3)cc2C(=O)N([C@@H](C)CO)C[C@H]1C	70	2	/	1.7	-3	-0.2	0	15
Cc1ccc(-n2c([C@@H]3C[C@H]3c3ccccc3)n[nH]c2=S)cc1	0	-5	0	-0.1	-2	/	/	-8
O=C(Nc1ccc(Cl)cc1)N1CCN(c2ncccn2)CC1	-1	-12	/	0.2	31	/	-1	-6
CC(Oc1ccc(Cl)cc1Cl)C(=O)/C=C/N(C)C (configuration not stated)	/	/	-2	/	1	8.0	4	/
CN1CCC(=NNC(=O)CN(c2ccc([N+](=O)[O-])cc2)S(=O)(=O)c2ccccc2)CC1	1	0	6	0.0	-2	/	5	0
O=C(NC(=S)Nc1ccccc1OC(F)F)c1ccc2c(c1)OCO2	0	-35	9	-0.1	30	/	1	-5
CCOc1ccccc1/C=N/n1c(C)nc2ccccc2c1=O	-8	5	1	0.0	-8	0.1	-5	-7
O=C(c1ccc(F)cc1)n1c(NCc2ccccc2)n[nH]c1=S	0	18	-2	-0.1	0	-0.3	1	0
Brc1cccc(/C=N/Nc2nn[nH]n2)c1	5	7	7	0.1	/	0.0	/	-8

Part of the list above in another layout:
The line under a structure holds: S100A4 inh HTS, EWS-Fli inh, FN deposition inh, Xi reactivation, esBAF inh, E-selectin induc, RAD54 branch, RAD52 anneal inh
CCCNC(=O)N(C)C[C@@H]1Oc2ncc(-c3ccc(C(=O)N(C)C)cc3)cc2C(=O)N([C@@H](C)CO)C[C@H]1C
 : 70, 2, /, 1.7, -3, -0.2, 0, 15
N#Cc1c(NC(=O)COC(=O)c2ccc(O)cc2O)sc2c1CCC2
 : -11, -8, -19, 0.1, -5, 0.5, -6, -36

Next part:
SMILES	S100A4 inh HTS	EWS-Fli inh	FN deposition inh	Xi reactivation	esBAF inh	E-selectin induc	RAD54 branch	RAD52 anneal inh
C[C@@H]1CCCCO[C@@H](CN(C)C(=O)Nc2ccc(C(F)(F)F)cc2)[C@@H](C)CN([C@H](C)CO)C(=O)c2cc(NS(=O)(=O)c3ccc(Cl)cc3)ccc2O1	-1&4	-3&15	-7	-0.8	-9	0.5	1	16&-30
CCN(Cc1ccccc1)C(=O)COC(=O)[C@@H]1CCCN1C(=O)c1cccs1	6	-6	9	0.1	-7	/	/	-6
O=C(COC(=O)C1=COCCO1)Nc1cc(S(=O)(=O)N2CCCCC2)ccc1Cl	2	4	-4	1.3	3	4.0	10	-11
COc1ccc(-c2ccc(CN3C(CC(C)C)C(=O)N(Cc4cn(Cc5ccco5)nn4)CCS3(=O)=O)cc2)cc1OC (configuration not stated)	1	-7	-8	0.3	4	-0.1	-18	6
O=c1c2c(-c3cccs3)csc2ncn1/N=C/c1ccccn1	-1	1	-1	0.0	-3	1.4	4	-20
C[C@@H]1CN([C@@H](C)CO)C(=O)c2cc(NC(=O)C3CCCCC3)ccc2O[C@@H](C)CCCCO[C@H]1CN(C)C(=O)c1ccccc1	-29	15	/	0.7	1	-0.2	-9	-14
C[C@H]1CN([C@@H](C)CO)S(=O)(=O)c2ccc(-c3cccc(C#N)c3)cc2O[C@H]1CN(C)CC1CC1	-4	-2	/	0.1	-19	-0.2	-6	7
COCC#Cc1ccc2c(c1)O[C@H](CN(C)Cc1cncnc1)[C@H](C)CN([C@H](C)CO)S2(=O)=O	1	-9	-2	0.4	2	0.2	-5	-6
COc1cccc(CNC(=O)C[C@@H]2CC[C@H]3[C@@H](COc4ccc(NC(=O)c5cccs5)cc4C(=O)N3C)O2)c1	-22	1	4	0.0	3	0.1	-1	11
COc1ccc(C(CNC(=O)C2COc3ccccc3O2)N2CCCC2)cc1 (configuration not stated)	22	0	-8	0.0	-8	-0.5	2	-23
O=C(NCc1ccccc1F)[C@@H]1[C@@H](CO)[C@@H]2Cn3c(cccc3=O)[C@@H]2N1CC1CCCC1	6	3	-11	0.1	3	-0.2	0	2
COc1ccc(N(CC(=O)NCCC(C)C)C(=O)c2snc(C(=O)NC3CCCCC3)c2N)c(OC)c1	-2	14	-1	0.0	6	0.2	-3	17
CC(C)C#Cc1cnc2c(c1)C(=O)N([C@H](C)CO)C[C@H](C)[C@@H](CN(C)C(=O)Nc1ccc(F)cc1)O2	-35	-7	-2	-0.4	-1	0.6	15	-5
C[C@@H]1CN([C@@H](C)CO)C(=O)c2cc(C#CC3CCCCC3)cnc2O[C@@H]1CN(C)C(=O)NC1CCCC1	6	-5	-20	-0.6	5	0.0	-9	18
COc1ccc(C(=O)Oc2cccnc2)cc1OC	/	/	9	/	-8	0.6	-3	/
S=C(Nc1cc(Cl)ccc1Cl)Nn1cnnc1	-2	5	-10	0.4	/	2.9	-2	3
Cc1noc(C)c1NC(=O)Nc1ccc2c(c1)C(=O)N([C@H](C)CO)C[C@@H](C)[C@H](CN(C)C(=O)Nc1ccccc1)OCCCC[C@@H](C)O2	-12	-9	0	0.0	4	-0.4	1	1
CCOC(=O)c1ccc(N2C(=O)c3n[nH]c(-c4ccco4)c3C2c2cccc([N+](=O)[O-])c2)cc1 (configuration not stated)	/	-8	-5	0.6	-4	1.5	1	/
COc1cccc(C(=O)Nc2ccc3c(c2)OC[C@H](C)NC[C@@H](C)[C@H](OC)CN(C)C3=O)c1	17	4	-4	0.2	5	-0.1	4	-11
Cc1cc2nccc(-c3ccc(Cl)cc3Cl)n2n1	-2	-38	1	0.2	32	0.1	10	-10
C[C@@H](O)C#Cc1ccc([C@H]2[C@@H](CO)N3CCCCN(S(=O)(=O)Cc4ccccc4)C[C@@H]23)cc1	-4	-9	/	0.5	-2	-0.1	3	4
Cc1nc2ccc(Cl)cn2c1[N+](=O)[O-]	9	-1	-6	0.0	/	/	5	-3
CN1C(=O)c2cc(NC(=O)c3cscn3)ccc2OC[C@@H]2O[C@H](CC(=O)NCc3ccc(Cl)c(Cl)c3)CC[C@H]21	3	3	4	0.1	1	0.2	3	15
COc1ccc(-c2nc(CS(=O)CC(=O)NC3CCCCC3)c(C)o2)cc1OC (configuration not stated)	0	/	/	/	-2	/	-1	3
O=C(NCc1c(Cl)cccc1Cl)c1[nH]c(C(F)(F)F)nc1-c1ccccc1	0	4	-5	0.1	1	-0.1	4	-4
CN(C)CCCNC(=O)C[C@@H]1CC[C@@H]2[C@@H](COc3ccc(NC(=O)c4ccccc4F)cc3C(=O)N2C)O1	-5	-19	-3	0.3	6	0.1	10	-16
C[C@H]1CN([C@@H](C)CO)C(=O)c2cccc(NS(=O)(=O)c3cn(C)cn3)c2O[C@@H]1CN(C)CC1CC1	4	-3	/	0.0	2	-0.3	14	-7
Cc1cn2c(N)c(/C=C3\C=Nc4ccccc43)c(=O)nc2s1	15	-56	-3	0.0	/	/	/	-343
Cc1cc2oc(=O)cc(CN3CCCC3)c2cc1Cl	-6	-3	-7	/	4	2.6	1	-10
O=C(N/N=C/c1ccccn1)c1ccccc1	10	-83	3	0.0	/	/	4	-18
Cc1nc2c3cc(Cl)ccc3n(CCN3CCOCC3)c2s1	-2	23	-2	0.1	/	0.6	/	-5
CCCCn1c(NS(=O)(=O)c2ccccc2)c(S(=O)(=O)c2ccc(C)cc2)c2nc3ccccc3nc21	0	8	-6	0.0	/	-1.4	/	-1
O=C(NNC1=NCCC1)C1CC1	1	0	6	0.9	/	1.6	-19	-8
CN(C)C(=O)c1ccc(NC(=O)c2cccc(S(=O)(=O)N3CCCc4ccccc43)c2)cc1	-4	20	1	0.0	/	/	/	-17
COc1ccc(/C=C2/N=C(SC)NC2=O)cc1OC	-9	-16	8	0.0	/	/	/	-14
Cc1ccc(NC(=O)COc2cccnc2[N+](=O)[O-])cc1S(=O)(=O)N1CCOCC1	9	0	3	0.0	7	2.0	2	-18

Filtered by structure, those above containing fluorine.
SMILES	S100A4 inh HTS	EWS-Fli inh	FN deposition inh	Xi reactivation	esBAF inh	E-selectin induc	RAD54 branch	RAD52 anneal inh
C[C@H](CO)N1C[C@H](C)[C@H](CN(C)CC2CC2)OCCCC[C@H](C)Oc2ccc(NC(=O)CCC(F)(F)F)cc2C1=O	2	/	/	0.0	-1	-0.1	2	25
O=C(NC(=S)Nc1ccccc1OC(F)F)c1ccc2c(c1)OCO2	0	-35	9	-0.1	30	/	1	-5
O=C(c1ccc(F)cc1)n1c(NCc2ccccc2)n[nH]c1=S	0	18	-2	-0.1	0	-0.3	1	0
C[C@@H]1CCCCO[C@@H](CN(C)C(=O)Nc2ccc(C(F)(F)F)cc2)[C@@H](C)CN([C@H](C)CO)C(=O)c2cc(NS(=O)(=O)c3ccc(Cl)cc3)ccc2O1	-1&4	-3&15	-7	-0.8	-9	0.5	1	16&-30
O=C(NCc1ccccc1F)[C@@H]1[C@@H](CO)[C@@H]2Cn3c(cccc3=O)[C@@H]2N1CC1CCCC1	6	3	-11	0.1	3	-0.2	0	2
CC(C)C#Cc1cnc2c(c1)C(=O)N([C@H](C)CO)C[C@H](C)[C@@H](CN(C)C(=O)Nc1ccc(F)cc1)O2	-35	-7	-2	-0.4	-1	0.6	15	-5
O=C(NCc1c(Cl)cccc1Cl)c1[nH]c(C(F)(F)F)nc1-c1ccccc1	0	4	-5	0.1	1	-0.1	4	-4
CN(C)CCCNC(=O)C[C@@H]1CC[C@@H]2[C@@H](COc3ccc(NC(=O)c4ccccc4F)cc3C(=O)N2C)O1	-5	-19	-3	0.3	6	0.1	10	-16

Screening data from PubChem.
